M4 antag: antagonists of human muscarinic M4 receptor (CHRM4). P08173. 360,000 tested, 0.73% active. CHO-hM4 cells, ACh EC80, Fluo-8 calcium fluorescence. AID 624125. inhibition, % at 3 µM;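 active = inhibition above its plate's cutoff, the mean inhibition of sample wells plus 3 SD, cut at about 27% in these data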;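 also: 0% = acetylcholine EC80 with DMSO and 100% = DMSO without agonist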
Target sequence (P08173 whole entry, looked up): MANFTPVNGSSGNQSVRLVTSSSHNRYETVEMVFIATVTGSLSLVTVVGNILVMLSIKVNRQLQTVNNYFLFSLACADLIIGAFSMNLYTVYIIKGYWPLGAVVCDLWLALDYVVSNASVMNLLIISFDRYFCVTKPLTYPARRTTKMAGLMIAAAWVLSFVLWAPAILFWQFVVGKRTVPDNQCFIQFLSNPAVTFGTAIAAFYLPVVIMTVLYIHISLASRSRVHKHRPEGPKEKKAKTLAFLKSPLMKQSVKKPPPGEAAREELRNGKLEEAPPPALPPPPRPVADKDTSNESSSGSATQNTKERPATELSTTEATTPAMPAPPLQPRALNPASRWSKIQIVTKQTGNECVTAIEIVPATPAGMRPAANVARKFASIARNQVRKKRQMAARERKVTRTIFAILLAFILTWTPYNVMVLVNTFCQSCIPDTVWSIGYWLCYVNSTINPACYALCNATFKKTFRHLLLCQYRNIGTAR
M5 PAM: positive allosteric modulators of human muscarinic M5 receptor. P08912. CHO-K1 hM5, Fluo-8 calcium, ACh EC20 PAM; 0% = ACh EC20, 100% = ACh EC100. activation, % at 3 µM. 360,000 tested, 0.3% active. AID 624038;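 active = activation above the run cutoff, the mean activation of all test compounds plus 3 SD, cut at about 18% in these data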
Target sequence (P08912 whole entry, looked up): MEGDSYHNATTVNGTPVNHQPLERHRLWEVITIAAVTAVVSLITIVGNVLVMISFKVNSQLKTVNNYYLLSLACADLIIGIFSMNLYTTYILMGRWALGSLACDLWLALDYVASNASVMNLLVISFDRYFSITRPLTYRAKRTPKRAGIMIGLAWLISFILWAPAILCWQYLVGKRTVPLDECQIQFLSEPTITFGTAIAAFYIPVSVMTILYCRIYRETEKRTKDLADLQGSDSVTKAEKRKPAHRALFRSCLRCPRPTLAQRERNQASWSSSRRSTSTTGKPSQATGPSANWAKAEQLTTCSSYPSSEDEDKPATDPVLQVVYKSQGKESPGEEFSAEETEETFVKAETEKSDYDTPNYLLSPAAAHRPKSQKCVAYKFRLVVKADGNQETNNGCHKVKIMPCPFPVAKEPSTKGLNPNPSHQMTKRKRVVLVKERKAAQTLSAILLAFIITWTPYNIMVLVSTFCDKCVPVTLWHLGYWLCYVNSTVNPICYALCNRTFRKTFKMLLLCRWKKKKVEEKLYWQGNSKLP
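Assay system: CHO-K1 hM5 cells. Also added: acetylcholine at EC20 concentration, added after compound. Dosing: 3 µM, single dose. Times: compound preincubation 140 s before EC20 acetylcholine addition. Signal: Fluo-8 calcium fluorescence. Measure: % activation relative to EC20 and EC100 ACh responses. Repeats: singlicate, one well per test compound.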
CHO-K1 Ca ag: nonselective activator or artifact in parental CHO-K1 cells. Fluo-8 calcium fluorescence; scaled to maximal ATP response, vehicle zero. activation, % at 3 µM. 360,000 tested, 0.48% active. AID 602248; in the data active = activation above about 15%;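 also: untransfected CHO-K1 host cells lacking M1 receptor as counterscreen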
CHO-K1 Ca PAM: counter-screen for M1 PAMs: effect in parental CHO-K1 cells | 360,000 tested, 0.02% active | ATP EC20, Fluo-8 calcium fluorescence; 0% at ATP EC20, 100% at ATP max | activation, % at 3 µM;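 active = activation above the run cutoff, the mean activation of all test compounds plus 3 SD, cut at about 40% in these data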;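 also: peak over basal fluorescence ratio in a 140 s read after ATP addition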
M5 ag: CHRM5 agonism in calcium assay | CHO-K1 hM5 cells, Fluo-8 calcium fluorescence; 0% DMSO wells, 100% maximal acetylcholine response | 360,000 tested, 0.19% active | P08912 | activation, % at 3 µM;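 active = activation above the run's mean over test compounds plus 3 SD, cut at about 23% in these data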;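 also: signal is peak over basal fluorescence ratio across the kinetic read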
M5 antag: blocks acetylcholine activation of human M5 receptor; P08912; CHO-hM5 cells, Fluo-8 calcium fluorescence, ACh EC80; inhibition, % at 3 µM; 360,000 tested, 0.59% active;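 active = inhibition above a per-plate cutoff, the mean of that plate's test compounds plus 3 SD, cut at about 27% in these data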;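 also: 0% = acetylcholine EC80 with DMSO and 100% = DMSO without agonist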
CHO-K1 Ca antag: counter-screen for M1 antagonists: effect in parental CHO-K1 cells; ATP-induced calcium, Fluo-8 fluorescence; AID 602250; 360,000 tested, 0.6% active; inhibition, % at 3 µM;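 active = inhibition above a per-plate cutoff, the plate's mean sample inhibition plus 3 SD, cut at about 24% in these data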;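 also: 0% = DMSO plus EC80 ATP and 100% = DMSO alone without ATP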
M4 ag: CHRM4 agonism in calcium assay. activation, % at 3 µM. CHO-K1 hM4/Gqi5, Fluo-8 calcium fluorescence; vehicle 0%, full acetylcholine response 100%. P08173. 360,000 tested, 0.14% active;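 active = activation above the run mean over all test wells plus 3 SD, cut at about 32% in these data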;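 also: peak over basal fluorescence ratio per well then scaled between controls; 0% = DMSO wells and 100% = acetylcholine at EC100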
M4 PAM: positive allosteric modulators of human muscarinic M4 receptor; CHO-K1 hM4/Gqi5, Fluo-8 calcium fluorescence, ACh EC20; 0% = ACh EC20, 100% = maximal ACh; activation, % at 3 µM; AID 624126; P08173; 360,000 tested, 0.4% active;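 active = activation above its plate's cutoff, the mean activation of sample wells plus 3 SD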; also: some results filed as inactive read as strong as hits
Starred values were filed as active, the others as inactive. Rows are unselected, and some 2.7% of all compounds hit somewhere here.

Value order: CHO-K1 Ca antag	CHO-K1 Ca ag	M4 PAM	M5 ag	M4 ag	CHO-K1 Ca PAM	M4 antag	M5 antag	M5 PAM
#1 COc1cc(/C=C/C(=O)NC(C)CCc2ccccc2)cc(OC)c1OC (configuration not stated)
→ 4	0.2	2	-3	2	10	1	2	-1
#2 CC(=O)c1noc(C)c1C(=O)Nc1nccs1
→ -16	0.1	1	-1	0	1	-2	5	0
#3 O=c1cc(N2CCOCC2)[nH]c(=O)n1Cc1ccc(F)cc1
→ -1	-0.4	-5	2	0	1	-4	-6	1
#4 C/C(=N\Nc1ccc(Cl)c(C(=O)O)c1)c1ccc2c(c1)OCO2
→ -7	0.7	7	-1	2	14	1	-1	7
#5 CCOC(=O)CSc1[nH]c2cc(OC)ccc2c1[N+](=O)[O-]
→ -10	0.6	-1	-4	1	10	-4	9	8
#6 CCC(C)(C)NC(=O)C(c1ccncc1)N(C(=O)c1sc(C)nc1C)c1ccc(C)cc1 (configuration not stated)
→ -4	-0.7	6	0	0	12	-1	7	2
#7 O=C(CNS(=O)(=O)c1ccc(Br)cc1)N1CCN(Cc2ccccc2)CC1
→ 0	1.5	-1	-7	2	7	5	-2	0
#8 O=C(Cn1c(C(F)(F)F)nc2ccccc21)c1ccccc1
→ -13	0.6	-4	-1	1	1	-8	8	-6
#9 Cc1n(Cc2ccccc2)c2cc([N+](=O)[O-])ccc2[n+]1Cc1ccccc1
→ -3	0.8	0	-2	0	4	2	9	2
#10 N#CC1=C(N)OC2=C(C(=O)CCC2)C12CCC1(CC2)OCCO1
→ -8	0.8	8	-6	1	20	4	4	5
#11 O=C(NCC1CCCO1)c1c(O)c2c([nH]c1=O)CCCC2 (configuration not stated)
→ -8	0.5	0	0	0	2	-8	-3	5
#12 O=[N+]([O-])c1ccc(Cl)c(/C=N/N2CCN(c3ccccc3)CC2)c1
→ -9	-0.5	0	0	1	9	-5	-8	-3
#13 CCc1ccc(NC(=O)C(CC)c2ccccc2)cc1 (configuration not stated)
→ -4	19*	-1	24*	24	24	4	2	-2
#14 NC(=O)c1ccc2c(c1)S(=O)(=O)c1ccccc1C2=O
→ -13	0.7	-3	0	1	11	-18	-1	-4
#15 CNc1nc2[nH]c(=O)c3c(c2s1)OC(N)=C(C#N)C3c1ccccc1 (configuration not stated)
→ -6	0.3	4	0	1	21	2	3	-3
#16 CCOC(=O)CC(NC(=O)c1ccco1)c1ccc(C)cc1 (configuration not stated)
→ -14	0.6	-9	-1	1	22	1	-7	7
#17 Cc1cccc(-n2nnnc2SCC(=O)c2cc(C)n(CC3CCCO3)c2C)c1 (configuration not stated)
→ -13	0.2	-3	-10	0	-1	-5	3	2
#18 NNC(=O)C=C1CCN(c2ncc(C(F)(F)F)cc2Cl)CC1
→ -2	0.4	19	-1	3	19	2	3	-8
#19 N#Cc1c(Nc2ccccc2)s[nH]c1=O
→ -12	1.4	-7	-2	0	12	-1	12	-3
#20 Clc1ccc(CSc2nnc(CN3CCOCC3)n2-c2ccccc2)cc1Cl
→ 4	0.9	0	1	4	-1	4	4	-4
#21 CS(=O)(=O)c1ccc(Cl)c(NC(=O)CCc2ccccc2)c1
→ 0	0.5	-10	-2	0	-4	8	0	-7
#22 COc1ccccc1NC(=O)C12CC3CC(C1)CC(c1ccc(C)cc1)(C3)C2
→ -3	0.2	6	1	0	12	4	4	-3
#23 CCN(C(=O)CN1C(=O)c2ccc([N+](=O)[O-])cc2C1=O)C1CCS(=O)(=O)C1 (configuration not stated)
→ -5	-0.1	8	3	0	1	3	2	-2
#24 O=C(Nc1ccc(CN2CCS(=O)(=O)CC2)cc1)c1ccc(Cl)cc1
→ -8	3.3	6	9	3	19	-2	5	-7
#25 O=C(Nc1ccc(N2CCN(C(=O)c3ccccc3)CC2)c(Cl)c1)c1ncn[nH]1
→ -21	3.8	3	0	5	18	-2	11	-5
#26 COc1ccc(/C=C(/NC(=O)c2ccc(C)cc2)C(=O)NCC2CCCO2)cc1 (configuration not stated)
→ 7	-0.7	1	1	2	6	-1	-2	4
#27 Cc1cccc(NC(=S)NC(=O)c2cc(-c3ccccc3)nc3ccccc23)c1
→ -8	0.4	6	-2	0	17	-2	6	-6
#28 C[C@H](CO)N1C[C@H](C)[C@@H](CN(C)Cc2ccccn2)Oc2ncc(Br)cc2C1=O
→ -4	0.1	0	0	0	-1	1	-2	3
#29 CCn1c(=N)n(CCO)c2ccccc21
→ -1	0.5	8	-2	1	15	-9	-9	2
#30 Oc1ccc(N=Nc2ccccc2)cc1
→ -5	1.2	0	5	3	-13	2	-5	-2

One compound at a time, as listed above.
Entry for CCC(C)(C)NC(=O)C(c1ccncc1)N(C(=O)c1sc(C)nc1C)c1ccc(C)cc1 (configuration not stated) = CHO-K1 Ca antag = -4; CHO-K1 Ca ag = -0.7; M4 PAM = 6; M5 ag = 0; M4 ag = 0; CHO-K1 Ca PAM = 12; M4 antag = -1; M5 antag = 7; M5 PAM = 2
Entry for NC(=O)c1ccc2c(c1)S(=O)(=O)c1ccccc1C2=O = CHO-K1 Ca antag = -13; CHO-K1 Ca ag = 0.7; M4 PAM = -3; M5 ag = 0; M4 ag = 1; CHO-K1 Ca PAM = 11; M4 antag = -18; M5 antag = -1; M5 PAM = -4

More compounds follow.
Value order: CHO-K1 Ca antag	CHO-K1 Ca ag	M4 PAM	M5 ag	M4 ag	CHO-K1 Ca PAM	M4 antag	M5 antag	M5 PAM
#31 CCN(CC(=O)NC1CCS(=O)(=O)C1)S(=O)(=O)c1ccc(Cl)c(C(F)(F)F)c1 (configuration not stated)
→ -6	0.7	2	3	2	-20	-4	0	-1
#32 CCOC(=O)c1cnc(-c2ccccc2)[nH]c1=O
→ 2	0.2	3	3	-1	17	0	-2	4
#33 Cc1cccc2c1cnn2C(=O)CCC(=O)NCc1ccc(F)cc1
→ -2	0.1	4	1	1	15	-6	2	2
#34 COc1ccc(S(=O)(=O)Nc2cccc(C)c2C)c2cccnc12
→ -16	6.4	0	5	3	4	-8	4	-2
#35 CCSc1ncccc1C(=O)N[C@@H](CCSC)C(=O)OC
→ -10	0.5	-2	-3	0	5	6	9	-1
#36 CCOC(=O)c1nnc(-c2ccccc2)nc1NC
→ 17	0.1	7	1	0	-6	4	-8	-1
#37 Cc1cccc(C(=O)Oc2coc(CSc3nnc(NC(=O)C4CC4)s3)cc2=O)c1
→ -6	0.7	0	-1	1	16	1	-3	3
#38 CC(=O)c1nccs1
→ -18	0.7	7	2	2	14	-12	-4	3
#39 Cc1cc(OCC(=O)NC2CC(C)(C)NC(C)(C)C2)c2c(C)c(C)c(=O)oc2c1
→ 9	-0.2	-3	-5	0	-1	-5	11	-4
#40 CCN1C(=O)[C@H]2[C@H]3CN=C(SCc4ccc(Cl)cc4)N3[C@@](Cc3ccccc3)(C(=O)OC)[C@H]2C1=O
→ -14	3.1	-5	2	11	25	-7	4	-4
#41 Cc1cc(C)n(C(=O)N(c2ccccc2)c2ccccc2)n1
→ -12	-0.2	-2	-7	0	-7	-13	-3	3
#42 CC(=O)Nc1cccc(-n2nnc(SCC(=O)c3ccccc3)n2)c1
→ -2	1.6	4	2	6	11	-3	4	5
#43 CC(C)OC(=O)c1ccc(NCc2cc(O)ccc2O)cc1
→ -13	2.9	6	12	7	16	-13	-3	9
#44 CC(=O)NC(c1ccccc1)c1nc(-c2cccc(C(C)C)c2)cs1 (configuration not stated)
→ -8	3.1	0	-1	5	24	-2	1	-1
#45 CCCc1cc(=O)oc2c3c(cc(OCC(=O)N4CCC(C(=O)O)CC4)c12)OC(C)(C)CC3
→ -4	0.2	-4	1	0	1	2	7	-7
#46 CCOC(=O)/C=C1\SC(C)C(=O)N1CC(=O)N(CCC#N)c1ccccc1 (configuration not stated)
→ 16	0.0	0	0	1	-19	-12	-2	9
#47 COC(=O)c1ccc(NC(=O)CN(c2ccc(C)cc2)S(=O)(=O)c2c(C)nn(C)c2C)cc1
→ -6	2.7	4	1	4	5	-5	2	-5
#48 COc1ccc(C)cc1NC(=O)CCNS(=O)(=O)c1ccc2c(c1)CCC(=O)N2
→ -17	0.3	-3	-4	1	27	3	15	-2
#49 Cc1ccc(S(=O)(=O)N2C[C@H]3C(=O)C[C@@H](c4cccc(Cl)c4)N(S(=O)(=O)c4ccc(C)cc4)[C@H]3C[C@H]2c2ccc(Cl)cc2)cc1
→ 1	0.0	5	1	-1	-7	-10	10	-1
#50 O=C(N/N=C/c1ccc(N2CCCCC2)o1)c1ccccc1[N+](=O)[O-]
→ -5	0.1	-2	-3	1	14	7	2	1
#51 N/C(=N\OC(=O)c1ccc(Cl)cc1Cl)c1ccncc1
→ -15	0.6	12	2	0	19	-8	-8	13
#52 COc1ccccc1N1CCN(C(=O)c2ccc3c(c2)CCN3S(=O)(=O)c2ccccc2)CC1
→ 2	5.6	-7	0	9	-14	14	19	-10
#53 O=C(/C=C/c1ccc([N+](=O)[O-])cc1)/C=C/c1ccco1
→ -17	1.8	-1	6	7	17	2	-1	9
#54 Cc1[nH]n(S(=O)(=O)Cc2ccccc2)c(=O)c1N=Nc1ccccc1Cl
→ -1	2.4	1	-3	1	20	3	5	-7
#55 c1ccc(C(c2nnnn2C2CCCC2)N2CCN(c3nc4ccccc4s3)CC2)cc1 (configuration not stated)
→ 13	-0.1	1	-1	0	7	1	-6	4
#56 COC(=O)c1cc(OC)c(OC)c(OC)c1NC(=O)c1ccc(S(=O)(=O)N(C)C)cc1
→ -16	1.8	6	2	3	19	-4	-1	-2
#57 O=C(Cc1ccccc1)N1CCCC(c2nc(-c3ccc(S(=O)(=O)N4CCCC4)cc3)no2)C1 (configuration not stated)
→ -24	1.5	-3	0	0	16	3	-1	-2
#58 CSc1ccccc1NC(=O)CN(C)Cc1c(O)ccc2ccccc12
→ -8	2.1	-2	-2	-1	6	-2	15	-2
#59 CS(=O)(=O)N1CCC(Oc2ccccc2C(=O)N2CCCCC2CO)CC1 (configuration not stated)
→ -6	1.2	6	-2	1	10	0	5	3
#60 COc1ccccc1N1CCN(S(=O)(=O)c2c[nH]c(=O)[nH]c2=O)CC1
→ -11	0.6	4	-2	0	13	-7	-6	5
#61 C=CCn1c(-c2csc(-c3ccc(Cl)cc3)n2)n[nH]c1=S
→ -12	0.5	4	4	0	24	2	-2	2

Screening data (PubChem BioAssay)
